PI5P4K alpha inh – blocks human PI5P4K alpha kinase activity | P48426 | max response, % | hit rate 1.2% among 330,000 | PI5P4Kalpha enzyme, ADP-Glo luminescence, 60 min; active compounds read low; active means max response of -50% or lower; inconclusive means between -30% and -50%; inactive means -30% or higher; further: value at the top dose of about 77 µM; on the % scale 0 is the no-effect control and ±100 the full control effect
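Human PI5P4Kalpha with substrate in 0.038 M HEPES pH 7.4, 0.28 mM EGTA, 0.1% CHAPS, 5% DMSO; reaction started with 5 microM ATP (final), 60 min at room temperature. ADP formed read by ADP-Glo luminescence.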
CCT chaperon mod – changes cytosolic chaperonin activity; AID 651819; purified chaperonin ATPase assay, HTRF ADP detection, 30 min; hit rate 0.3% among 360,000; activity change, % (test concentration not listed), hits read low; in the data active means activity change below about -30%; further: on the % scale 0 is the no-effect control and ±100 the full control effect
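Enzyme 40 or 20 nM (batch-dependent) in Tris pH 7.4/KCl/MgCl2/DTT; cpd 76 uM single point; ATP 10 uM; 30 min 37 °C; Transcreener ADP HTRF detection, 30 min RT; ratio 665/615.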
PLK1 PBD inh – inhibitors of human PLK1 polo-box domain binding; hit rate 2.8% among 360,000; Plk1 PBD binding of FITC phosphopeptide, fluorescence polarization; P53350; Potency, µM, without a hit: max response, negative = inhibition, actives largely listed as inhibitors; further: potency means the concentration at half of the fitted maximal effect; series mostly up to about 57 µM; on the % scale 0 is the no-effect control and ±100 the full control effect; nearly all actives have a fitted effect of over 65% in size
EPAC1 ag – EPAC1 (human) agonism. O95398. EPAC1 agonist qHTS, biochemical assay; response scale: 100% = response to 6.5 mM cAMP. Potency, µM (doses to about 154 µM), inactives show at the top dose activation, hits mostly activators. hit rate 0.073% among 360,000. AID 720707; further: potency means the concentration at half of the fitted maximal effect; nearly all actives have a fitted effect of over 60% in size
Target sequence (O95398 whole entry, looked up): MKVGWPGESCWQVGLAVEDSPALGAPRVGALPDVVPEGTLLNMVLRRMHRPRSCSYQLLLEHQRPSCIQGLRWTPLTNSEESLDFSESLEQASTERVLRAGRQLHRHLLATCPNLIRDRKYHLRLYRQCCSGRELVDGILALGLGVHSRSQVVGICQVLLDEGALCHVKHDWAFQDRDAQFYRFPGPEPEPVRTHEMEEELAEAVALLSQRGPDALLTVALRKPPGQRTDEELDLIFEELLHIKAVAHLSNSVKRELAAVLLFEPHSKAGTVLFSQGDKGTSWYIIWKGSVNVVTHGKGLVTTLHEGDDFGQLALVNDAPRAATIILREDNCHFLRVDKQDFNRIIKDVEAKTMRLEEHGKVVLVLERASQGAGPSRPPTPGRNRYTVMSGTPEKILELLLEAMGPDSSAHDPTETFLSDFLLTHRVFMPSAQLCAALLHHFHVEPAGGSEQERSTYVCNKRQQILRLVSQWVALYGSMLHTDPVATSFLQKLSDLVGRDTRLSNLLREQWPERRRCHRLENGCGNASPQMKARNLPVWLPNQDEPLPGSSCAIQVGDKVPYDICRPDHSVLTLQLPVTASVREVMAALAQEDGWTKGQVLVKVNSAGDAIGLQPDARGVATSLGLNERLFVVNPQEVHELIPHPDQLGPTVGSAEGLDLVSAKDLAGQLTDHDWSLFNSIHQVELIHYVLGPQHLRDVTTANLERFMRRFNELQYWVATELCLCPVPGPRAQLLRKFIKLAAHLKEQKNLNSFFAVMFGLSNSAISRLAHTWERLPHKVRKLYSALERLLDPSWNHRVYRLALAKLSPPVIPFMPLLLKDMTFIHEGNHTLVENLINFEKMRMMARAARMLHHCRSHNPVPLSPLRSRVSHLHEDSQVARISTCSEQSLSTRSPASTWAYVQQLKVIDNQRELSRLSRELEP
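EPAC1 100 nM, Rap1B–BODIPY-GDP 250 nM, unlabeled GDP 50 uM; compound titration; 5 min RT; kinetic read ex480/em540 at 5-min intervals ×30 min; data normalized to 6.5 mM cAMP agonist control.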
EPAC2 ag – agonists of human EPAC2 (RAPGEF4). Q8WZA2. Potency, µM (titrated, usually from 154 µM), without a hit: at the highest dose activation, usual class: activators. hit rate 0.079% among 360,000. EPAC2 activation, biochemical qHTS; response scale: 100% = 6.5 mM cAMP response; further: potency means the concentration at half of the fitted maximal effect; nearly all actives have a fitted effect of over 50% in size
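Each well held 100 nM EPAC2, 250 nM RAP1B-BODIPY-GDP and 50 uM GDP. Fluorescence, read at 5-min intervals to 30 min, was referenced to a 6.5 mM cAMP positive control.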
EPAC1 antagonist – EPAC1 (human) antagonism; hit rate 0.14% among 360,000; O95398; EPAC1 GEF assay, Rap1b-BODIPY-GDP exchange fluorescence; Potency, µM (top dose mostly 115 µM), inactives show at the highest dose activity change, negative = inhibition, most hits filed as inhibitors;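 further: potency means the concentration at half of the fitted maximal effect; plate controls were vehicle for no effect and positive control for full effect; nearly all actives have a fitted effect of over 50% in size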
IL2 activator – IL-2 activation | IL-2 activation reporter assay, cell-based qHTS; stimulated with anti-CD3/CD4/CD28 beads; in transgenic mouse T cells | activation, % (series mostly up to about 46 µM) | hit rate 0.065% among 360,000; in the data active means activation above about 50%; inconclusive means mostly about 30% to 49%; further: 0% is about no effect
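Unstimulated transgenic mouse T cells preincubated 60 min with compound, then stimulated with anti-CD3/anti-CD4-coated beads plus anti-CD28 for 18 h at 37 degrees C. IL-2 response read as EGFP and DsRed fluorescence by plate cytometry.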
WRN helicase inh – inhibitors of human WRN helicase; Q14191; WRN helicase unwinding, fluorescent forked duplex, kinetic; Potency, µM (series often up to 114 µM), inactives show at the highest dose activity change, negative = inhibition, hits mostly inhibitors; hit rate 0.46% among 360,000; AID 651768; further: potency means the concentration at half of the fitted maximal effect; on the % scale 0 is the no-effect control and ±100 the full control effect; nearly all actives have a fitted effect of over 55% in size
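Primary qHTS, 1536-well format. 20 nM WRN + compound, 15 min RT; start with 100 nM forked fluorophore/quencher duplex, 2 mM ATP (final); kinetic read ex 525/em 598 nm.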
Active calls of the source: *; ? = inconclusive; nt = no result given; [ ] = dose if it differs, or a comment. Unless noted, the call rests on the fitted dose curve; in most records, active means well fitted curve in the direction sought with a large enough effect; inconclusive means small, poorly fitted or top-dose-only effect, or another doubt; inactive means no such curve, though single readings can be large; an effect the other way counts as inactive or inconclusive.

Order of results: EPAC1 ag, IL2 activator, EPAC1 antagonist, PLK1 PBD inh, PI5P4K alpha inh, CCT chaperon mod, EPAC2 ag, WRN helicase inh
#1 C[n+]1ccc(-c2ccccc2)c2ccccc21
 : 7%, 0.5, -6%, -8%, -4, -32*, 6%, -6%
#2 Cc1ccc2c(c1)C(c1ccccc1)NCC(=O)N2 (stereo not drawn)
 : -8%, 0.3, -6%, -5%, 6, -6.7, 2%, 4%
#3 CC(C)Cc1nc(N2CCNCC2)c(C#N)c2c1CCC2
 : 7%, -5.4, 3%, -11%, -1, -4.0, 11%, -5%
#4 Cc1nc2ccc(Cl)cc2c(=O)n1-c1ccccc1Cl
 : 6%, 2.3, 11%, -7%, 2, -6.4, 10%, -26%
#5 COc1ccc(-n2nnnc2C(CCc2ccccc2)N2CCC3(CC2)C(=O)NCN3c2ccccc2)cc1 (stereo not drawn)
 : -20%, -0.7, -3%, 3%, -1, -0.8, 6%, -3%
#6 CCOC(=O)[C@]12Cc3cc(Cl)ccc3[C@H]1N(C1CCCCC1)C(=O)c1ccccc12
 : 2%, -0.9, -11%, 1.9µM*, -10, -0.5, 9%, -11%
#7 O=c1[nH]c2ccccc2n1C1CCN(C(CCc2ccccc2)c2nnnn2C2CCCC2)CC1 (stereo not drawn)
 : -2%, -0.7, -20%, -1%, -8, -1.4, 8%, 0%
#8 O=C(c1cc(C(=O)NCc2ccccc2)c(=O)n(Cc2ccccc2)c1)c1cc(Br)ccc1O
 : 11%, 0.7, -18%, -4%, 5, -2.5, 13%, 10%
#9 CCCN1CCC[C@@H]2Cc3[nH]ncc3C[C@H]21
 : -9%, 0.3, 2%, -12%, -1, -2.7, 7%, 1%
#10 COC(=O)C1=C(c2ccccc2)C[C@@H]2CC[C@H]1N2C(=O)NCc1ccco1
 : -5%, -0.3, 2%, -2%, -1, -2.0, 3%, 2%
#11 Cc1[nH]c(=S)c(C#N)c2c1CCCC2
 : -5%, 0.3, 3%, 27µM*, -28, -2.2, 10%, -20%
#12 CCOC(=O)c1c(C)n(COCCO)c2ccc(O)cc12
 : 5%, 1.0, -17%, -5%, nt, -0.4, 9%, -19%
#13 CN1CCN(C(=S)SCC(=O)Nc2ccc(Cl)cc2C(=O)c2ccccc2)CC1
 : 16%, -5.2, -21%, -14%, -3, 0.1, 6%, -3%
#14 O=c1c2ccccc2nc(-c2ccc(Cl)cc2Cl)n1-c1nccs1
 : 9%, 0.0, -13%, ?, 7, 1.6, 20%, -12%
#15 CCCOP(=O)(O)c1c([N+](=O)[O-])cc(C(F)(F)F)cc1[N+](=O)[O-] (tested in a mixture with another compound)
 : 3%, -0.1, 5%, 1%, nt, -1.2, 5%, -12%
#16 Cc1ccc(OCC(=O)N2CCN(CC3CC4C=CC3C4)CC2)cc1 (stereo not drawn)
 : 3%, 1.5, 17%, -5%, -4, 0.6, -4%, 6%
#17 Nc1ccccc1N=Cc1c(O)n(CCC2=CCCCC2)c(=O)[nH]c1=O
 : 4%, 3.4, -4%, -3%, 1, 2.4, -7%, -12%
#18 Cc1ccc(N2C(=O)NC(=O)/C(=C\c3cc(C)n(-c4cc(C(=O)O)cc(C(=O)O)c4)c3C)C2=O)cc1
 : -6%, 1.8, -21%, ?, -52*, -3.4, 14%, ?
#19 CCC1(c2ccccc2)C(=O)N(C)C(=O)N(C)C1=O
 : 4%, 0.7, 5%, -7%, nt, -0.9, 5%, -3%
#20 COc1ccc2oc3c(c2c1)NC(=O)CN=C3c1ccccc1
 : -3%, -2.0, -7%, 1%, -5, 2.1, -3%, 6%
#21 COc1ccc(CN2CCCC(C(=O)c3ccc(Cl)cc3)C2)c(O)c1 (stereo not drawn)
 : 4%, -0.4, 8%, -5%, 8, -0.1, 11%, -6%
#22 CCCCOc1ccc(CC2C(=O)N(C)C(=O)N(C)C2=O)cc1
 : 0%, 6.5, -13%, ?, 2, -1.2, -1%, -6%
#23 O=C(CCC(=O)N1C[C@H]2C[C@@H](C1)c1cccc(=O)n1C2)NCc1ccc(F)cc1
 : -19%, -0.2, 7%, -4%, 3, 1.1, 0%, 3%
#24 CCC(=NCc1ccco1)c1c(O)n(-c2ccc(C)cc2)c(=O)[nH]c1=O
 : 7%, -1.8, -5%, -12%, nt, -3.4, 12%, 4%
#25 CC1N=C(c2ccccc2)c2cc(Br)ccc2NC1=O (stereo not drawn)
 : -2%, -0.3, -10%, -15%, 0, 0.4, 6%, 9%
#26 CC1CN(O)C2CCc3nonc3C12O (stereo not drawn)
 : 13%, 0.7, 2%, -15%, 5, 1.6, 29%, -2%
#27 COCCO[C@H]1CC[C@@]2(C)C(=CCC3C2CC[C@@]2(C)C3CC[C@]2(C)O)C1 (stereo partly drawn)
 : 0%, -0.9, 7%, 5%, 18, 1.4, -3%, -2%
#28 O=C(O)C1(Br)CC12c1ccccc1-c1ccccc12 (stereo not drawn)
 : 12%, -1.7, 6%, -6%, 7, -1.4, 5%, -2%
#29 O=c1[nH]c(=O)n(Cc2ccco2)c(O)c1C=NCCN1CCNCC1
 : 1%, 0.3, -17%, -9%, 0, 3.0, 1%, -26%
#30 CCN1CCC2(CCNC2)C1 (stereo not drawn)
 : 8%, 0.0, -6%, -3%, 8, -2.8, 7%, -4%
#31 C=C(c1ccccc1)P(=O)(O)O
 : -5%, -0.2, 3%, -2%, -6, 0.8, 8%, 1%
#32 CCOCCCn1c(N)c(C(=O)Nc2sc3c(c2C(=O)OC)CCCC3)c2nc3ccccc3nc21
 : -2%, -0.2, 9%, 0%, nt, 1.7, 15%, -25%[57.1 µM]
#33 Nc1nnc(CCN2CCCCC2)s1
 : 0%, -0.1, -5%, -3%, 11, 0.6, 0%, -2%
#34 C=C(Cl)CSC(=S)N(CC)CC
 : -15%, 1.8, -27%, -1%, 0, -1.3, -1%, 1%
#35 COc1ccc(C(=O)OCC2CN2c2cccc([N+](=O)[O-])c2)cc1 (stereo not drawn)
 : 3%, -0.8, -12%, 1%, 12, -0.8, 6%, -5%
#36 CCOc1ccc2oc(C(=O)NN3C(C)CCCC3C)c(C)c2c1 (stereo not drawn)
 : -6%, 1.4, -17%, -5%, 3, 0.8, 3%, 6%
#37 CC[n+]1c(-c2ccccc2)c2cc(N)ccc2c2ccc(N)cc21
 : 0%, -5.7, -10%, -12%, 5, -1.2, -6%, 3µM*
#38 CCOC(=O)[C@]12Cc3cc(C)ccc3[C@H]1N(C1CCCCC1)C(=O)c1cc(OC)ccc12
 : 1%, -1.0, -11%, 2.4µM*, -11, -0.4, 3%, -4%
#39 Cn1cc(/C=C2\C(=O)NC(=O)N(c3ccccc3)C2=O)c2ccccc21
 : -1%, 2.6, -9%, -13%, 3, 0.8, 100µM*, -12%[11.6 µM]
#40 CCOc1ccccc1N=C1SCCCN1C
 : 2%, -4.0, 21%, 0%, nt, 0.8, 3%, 7%

Reprinted, entries 34–36
Order of results: EPAC1 ag, IL2 activator, EPAC1 antagonist, PLK1 PBD inh, PI5P4K alpha inh, CCT chaperon mod, EPAC2 ag, WRN helicase inh
#34 C=C(Cl)CSC(=S)N(CC)CC
 : -15%, 1.8, -27%, -1%, 0, -1.3, -1%, 1%
#35 COc1ccc(C(=O)OCC2CN2c2cccc([N+](=O)[O-])c2)cc1 (stereo not drawn)
 : 3%, -0.8, -12%, 1%, 12, -0.8, 6%, -5%
#36 CCOc1ccc2oc(C(=O)NN3C(C)CCCC3C)c(C)c2c1 (stereo not drawn)
 : -6%, 1.4, -17%, -5%, 3, 0.8, 3%, 6%

Additional structures
Order of results: EPAC1 ag, IL2 activator, EPAC1 antagonist, PLK1 PBD inh, PI5P4K alpha inh, CCT chaperon mod, EPAC2 ag, WRN helicase inh
#41 Cc1ncc(CC(=O)n2cc(C(=O)c3cc(Cl)ccc3O)cn2)s1
 : 5%, -0.2, -13%, ?, -20, -1.1, -18%, -24%
#42 CCCCS(=O)(=O)N1CCN(C(=N)N[N+](=O)[O-])CC1
 : 3%, -1.5, -9%, -12%, -1, -1.6, 3%, -5%
#43 O=C1C=CC(=O)C=C1
 : -15%, -0.4, 3%, ?, -9, -0.7, -4%, 6%
#44 COC(=O)C1=C(c2ccc(Cl)c(C(F)(F)F)c2)C[C@@H]2CC[C@H]1N2C(=O)NCC1CC1
 : -3%, -3.0, -13%, -3%, 1, 1.3, 7%, -8%
#45 S=C(NCCc1ccccc1)N1Cc2ccccc2-n2nncc2C1
 : -5%, -4.3, -7%, -13%, -5, -2.3, 19%, -8%
#46 CC(C)C(=O)N1CCN(CCN=Cc2c(O)n(C)c(=O)n(C)c2=O)CC1
 : 6%, -0.5, 1%, -13%, nt, -2.3, 2%, 3%
#47 FC(F)(F)C1=NC(C(F)(F)F)=NP(N2CCOCC2)(N2CCOCC2)=N1
 : -1%, -2.8, 14%, -1%, -3, 0.6, -9%, 12%
#48 CCOc1cc(C2NCc3ccccc3-n3cccc32)ccc1OC (stereo not drawn)
 : 8%, -1.8, 16%, -3%, 6, -0.6, 6%, 6%
#49 OC(Cn1cncn1)(Cn1cncn1)c1ccc(F)cc1F
 : -15%, 1.0, 39%[activator], -6%, -6, -0.4, 2%, 2%
#50 N#Cc1ccccc1Cn1cc(C(=O)c2ccccc2F)c2ccccc21
 : 17%, -4.0, -8%, -3%, 9, 0.7, 14%, -12%
#51 O=C(O)C(Cc1cnc[nH]1)NS(=O)(=O)c1ccc(Cl)cc1 (stereo not drawn)
 : 7%, 1.3, 11%, 8%, -6, 0.4, -4%, -12%
#52 COc1ccc(CC(=O)Nc2ccc(C#N)c(Cl)c2)cc1S(=O)(=O)N1CCOCC1
 : 0%, -4.2, -24%, 4%, -2, -2.7, 0%, -22%
#53 CN1C(=O)N(C)C(=O)C2(Cc3cc([N+](=O)[O-])ccc3N3CCN(C(=O)c4ccccc4)CC32)C1=O (stereo not drawn)
 : -1%, -0.3, 14%, -7%, -8, 0.5, 4%, 0%
#54 CN(C)CC(C(=O)Cc1ccccc1)c1ccccc1 (stereo not drawn)
 : 4%, -0.7, ?, -9%, 2, 0.1, 11%, 45µM*
#55 Cc1ccc(-[n+]2c(Cc3nn(-c4ccccc4)c(C)[n+]3-c3ccc(C)cc3)nn(-c3ccccc3)c2C)cc1
 : 15%, -3.0, -1%, -7%, 1, -0.3, 14%, 7%
#56 CN1C(=O)C(=Cc2ccc(Sc3ccccc3)o2)C(=O)N(C)C1=S
 : 6%, -3.5, -18%, 2.7µM*, ?, -1.6, 7%, ?

The list is partial; rates above refer to the full screens.
